LYPLA2 inh = blocks human lysophospholipase 2, a PME1 counter-screen; 0.38% of 320,000 active; O95372; inhibition, % at 5.9 µM; recombinant LYPLA2, FP-Rh probe fluorescence polarization;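 active means inhibition above the screen-wide mean plus 3 SD, limit set per campaign, cut at about 26% in these data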;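 further: 0% = LYPLA2 with DMSO and 100% = wells lacking LYPLA2 enzyme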
PREPL inh = inhibits the human prolyl oligopeptidase-like enzyme; recombinant PREPL, fluorescence polarization activity-based probe; inhibition, % at 5.96 µM; 0.68% of 320,000 active; in the data active means inhibition above about 43%;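 further: 0% = enzyme with DMSO and 100% = wells lacking enzyme; many of its hits are not listed in these tables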
Target sequence (Q4J6C6 whole entry, looked up): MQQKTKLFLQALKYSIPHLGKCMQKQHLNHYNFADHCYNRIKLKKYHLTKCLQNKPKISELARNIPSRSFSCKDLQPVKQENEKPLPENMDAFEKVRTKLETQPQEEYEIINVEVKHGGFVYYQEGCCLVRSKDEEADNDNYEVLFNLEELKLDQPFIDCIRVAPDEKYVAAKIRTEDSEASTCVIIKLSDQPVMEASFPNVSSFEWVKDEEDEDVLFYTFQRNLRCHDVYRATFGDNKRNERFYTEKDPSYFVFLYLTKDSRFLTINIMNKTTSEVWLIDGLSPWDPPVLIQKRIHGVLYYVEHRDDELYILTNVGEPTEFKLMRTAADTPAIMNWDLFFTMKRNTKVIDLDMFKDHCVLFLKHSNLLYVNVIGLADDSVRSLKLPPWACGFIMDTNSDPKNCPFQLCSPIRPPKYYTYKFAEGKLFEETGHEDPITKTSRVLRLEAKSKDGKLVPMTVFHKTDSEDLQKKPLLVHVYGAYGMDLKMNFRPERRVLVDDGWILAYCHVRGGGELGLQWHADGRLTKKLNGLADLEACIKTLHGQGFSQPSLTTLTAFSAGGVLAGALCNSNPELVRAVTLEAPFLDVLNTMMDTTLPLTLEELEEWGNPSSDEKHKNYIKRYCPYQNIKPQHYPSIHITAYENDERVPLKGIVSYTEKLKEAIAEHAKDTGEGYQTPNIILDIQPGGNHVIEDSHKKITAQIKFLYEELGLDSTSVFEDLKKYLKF
Efflux pump inh = blocks antifungal efflux pumps in multiplex yeast assay; S. cerevisiae Candida pump triplex, Nile Red efflux; inhibition, % at 10 µM; 0.44% of 330,000 active;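 active means plate passing quality check with inhibition over a set limit, or well fluorescence over plate mean plus 4 SD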;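 further: Nile Red retained in pooled yeast measured as flow cytometry median fluorescence; 0% = buffer negative control and 100% = Enniatin B positive control; higher means more Nile Red kept so more efflux inhibition; some compounds called inactive have numbers as strong as hits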
HCV core dimer = HCV core protein dimerization inhibition. TR-FRET GST/Flag-core106 dimerization, 1536-well. inhibition, % at 5 µM. 0.33% of 300,000 active;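 active means inhibition above the mean of all tested compounds plus 3 SD, set per screening campaign, cut at about 45% in these data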
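System: GST-tagged and Flag-tagged HCV core protein residues 1-106 / Input: core106 proteins, GST 13.5 nM and Flag 17 nM / Buffer or medium: KF-containing HEPES buffer, pH 7.45, DTT, CHAPS, BSA / Probe or stimulus: Eu-anti-GST and XL665-anti-Flag labelled anti-tag antibodies / Schedule: 4 h, 22.5 °C incubation / Technique: TR-FRET 671 and 617 nm emission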
TPT1 inh = C. albicans TPT1 enzyme inhibition | inhibition, % at 5 µM | 0.81% of 300,000 active | AID 1962 | recombinant caTPT1, FP RNA substrate dephosphorylation;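 active means inhibition above the mean of all tested compounds plus 3 SD, set per screening campaign, cut at about 24% in these data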;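 further: plate controls were DMSO alone for no effect and ferristatin control at 100 nM for full effect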
PP5 primary = inhibitors of human protein phosphatase 5 (PP5); P53041; purified PP5c, OMFP substrate fluorescence; inhibition, % at 6.7 µM; 0.18% of 320,000 active;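 active means inhibition above the campaign's mean inhibition across all tested compounds plus 3 SD, cut at about 9.5% in these data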;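 further: 0% = DMSO only and 100% = 100 µM cantharidin control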
CTSL1 counter = blocks F. hepatica cathepsin L1 in PFM18AAP counter-screen; recombinant F. hepatica cathepsin L1, Z-Leu-Arg-MCA fluorescence; 0.49% of 300,000 active; inhibition, % at 5.96 µM; AID 1906;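 active means inhibition above the mean of all tested compounds plus 3 SD, set per screening campaign, cut at about 17% in these data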;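 further: 0% = plate median of test compound wells and 100% = 1 µM Z-Phe-Ala-diazomethylketone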
PP1 counter = blocks human PP1-alpha phosphatase, a PP5 counter-screen. 0.9% of 320,000 active. P62136. purified PP1alpha, OMFP fluorescence. inhibition, % at 6.7 µM;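 active means inhibition above the mean inhibition of all tested compounds plus 3 SD, computed separately for each screening campaign, cut at about 15% in these data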
Target sequence (P62136 whole entry, looked up): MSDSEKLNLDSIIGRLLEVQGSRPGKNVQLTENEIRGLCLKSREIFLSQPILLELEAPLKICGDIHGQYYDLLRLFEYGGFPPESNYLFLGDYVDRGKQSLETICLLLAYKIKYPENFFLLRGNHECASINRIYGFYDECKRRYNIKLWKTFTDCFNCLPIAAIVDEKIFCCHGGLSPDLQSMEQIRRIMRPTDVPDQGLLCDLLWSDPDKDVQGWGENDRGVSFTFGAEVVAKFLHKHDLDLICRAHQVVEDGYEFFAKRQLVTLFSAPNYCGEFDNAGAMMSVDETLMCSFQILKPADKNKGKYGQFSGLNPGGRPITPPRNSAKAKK
GASC-1 inh = inhibitors of human GASC-1 (JMJD2C) demethylase. GST-JMJD2C(1-420) H3K9me3 demethylation, DELFIA europium. inhibition, % at 2.35 µM. 0.069% of 330,000 active. AID 2099;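 active means more than half of a compound's replicate wells show inhibition beyond 50%, single wells judged on their own value; inconclusive means some, but no more than half, of replicates pass 50% inhibition; inactive means no replicate passes 50% inhibition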;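 further: signal counts dimethyl H3K9 product captured on neutravidin plate; 0% = median of DMSO wells and 100% = 0.3 times that DMSO median; strong numbers were not always called active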
The depositor's hits bear a star; u = inconclusive; x = not tested or not shown. Not all compounds are listed; the hit share may differ from the screen's.

SMILES	LYPLA2 inh	PREPL inh	Efflux pump inh	HCV core dimer	TPT1 inh	PP5 primary	CTSL1 counter	PP1 counter	GASC-1 inh
COc1ccc(C(CC(=O)c2ccc(C)cc2)C(C#N)C#N)cc1OC (stereo not given)	4	8	0.8	-9	-3	2.0	5	-1	0
Cc1cc(S(=O)(=O)N2CCCC2)ccc1OCC(=O)NCc1ccccc1	2	5	-0.1	12	-1	0.9	1	-2	17
CCOc1ccccc1NC(=O)Cc1ccccc1OC	0	13	0.1	5	-6	-0.8	7	5	-1
CC(C)CNS(=O)(=O)c1cc(C(=O)OCC(=O)N(C)C2CCS(=O)(=O)C2)c(Cl)cc1Cl (stereo not given)	2	2	0.1	1	5	-0.4	-4	-2	26
COc1ccc(Cl)cc1S(=O)(=O)Oc1ccc(NC(C)=O)cc1	0	-2	0.0	-6	-9	0.1	-1	-1	-1
COc1ccc(C(=O)NC(Cn2ccnc2)C(C)(C)C)cc1OC1CCN(C(C)C)CC1 (stereo not given)	-1	9	0.0	-21	-3	-0.6	1	-5	4
COc1ccc(/C=N/S(=O)(=O)CCc2ccccc2)c(OC)c1	4	5	-1.2	-1	-1	0.4	0	1	-1
Cc1ccc(-c2ccc(NC(=O)C3C4C=CC(C4)C3C(=O)O)cc2)o1 (stereo not given)	-3	4	0.5	3	-1	2.6	-4	-2	0
COc1ccc(/C=C/C(=O)N2c3ccccc3Sc3ccc(C(F)(F)F)cc32)cc1	-4	-5	-0.1	-5	-3	5.6	1	8	11
COc1ccc(C)cc1NC(=S)N1CC(C)OC(C)C1 (stereo not given)	1	5	0.1	-1	3	0.8	-2	-4	-2
Cc1cc(NC(=O)COn2nnc3ccccc32)no1	2	-1	0.0	-6	-1	-2.6	-4	-4	18
COC(=O)CCCCCC(CCC(=O)OC)NC(C)=O (stereo not given)	-7	-6	0.0	-1	-1	1.9	-3	-1	12
CCn1ncc(C2=NOC(C(=O)Nc3cccc(O)c3)C2)c1C (stereo not given)	3	14	0.0	-5	1	2.0	0	-4	4
Cc1cc(Cl)ccc1OCC(=O)NNC(=O)c1cnccn1	-8	15	0.3	-3	4	2.5	-15	0	0
O=C1CCC(C(=O)OC(C(=O)Nc2ccc([N+](=O)[O-])cc2Br)c2ccccc2)=NN1 (stereo not given)	7	17	-0.1	x	x	0.0	x	6	6
CN(C)C(=O)COc1ccc(S(=O)(=O)c2ccc(OCC(=O)N(C)C)cc2)cc1	4	-3	0.0	-2	0	-0.5	-1	1	1
CN1CCN(NC(=O)c2cn(-c3ccccc3)nc2-c2cccs2)CC1	3	-3	0.1	-6	-3	4.1	-2	-5	-2
CCOC(=O)N1CCN(C(=O)Cc2cccs2)CC1	-7	-6	0.1	-2	-3	-0.2	0	-4	-17
CC1(C)OC(=O)C(=CNc2ncccn2)C(=O)O1	-5	-4	0.0	2	0	-1.1	4	-5	3
Fc1ccc(-n2cc(-c3ccccc3)c3c(=S)nc[nH]c32)cc1	1	12	0.1	21	1	2.7	-2	5	5
CC(C)CCc1noc(CN(C)CC2CCN(Cc3ccccc3)CC2)n1	3	-2	0.0	-1	-1	-0.1	1	0	4
O=C(CN1CCN(c2ncccn2)CC1)N(Cc1ccccc1)c1ccc(F)cc1	5	9	0.0	2	-2	-0.7	2	-1	4
N#Cc1cnn(-c2ccccc2)c1NC(=O)CN1CCN(c2ccccc2)CC1	2	-18	-0.2	-8	1	0.6	-3	-3	24
Cc1cc(=O)oc2cc(OCC(=O)N3CCC(C(N)=O)CC3)ccc12	3	-1	-0.3	-2	-2	0.1	2	0	x
O=C(Nc1ccccn1)NC1CCCCC1	6	8	-0.1	-6	-6	3.2	-2	-3	-1
Continuation.
SMILES	LYPLA2 inh	PREPL inh	Efflux pump inh	HCV core dimer	TPT1 inh	PP5 primary	CTSL1 counter	PP1 counter	GASC-1 inh
COc1ccc(N2CC(C(=O)Nc3cccc(OC(C)C)c3)CC2=O)cc1 (stereo not given)	0	-6	-0.2	2	-2	-1.6	3	-3	25
CN1CCN(C(=O)c2cc(Cl)cc(Cl)c2)CC1	6	-6	-0.1	0	-4	-0.3	2	-4	-4
Cc1ccc(N(C(=O)CCCC(=O)Nc2ccccn2)C(C(=O)NC2CCCC2)c2ccc(O)cc2)cc1C (stereo not given)	0	1	0.0	2	1	-0.9	0	-2	2
O=C(NCCCn1ccnc1)c1cccc(S(=O)(=O)N2CCCCCC2)c1	4	10	0.2	-3	2	3.8	-11	-1	-19
Cc1c(Cc2ccccc2)sc(NC(=O)c2ccco2)c1C(N)=O	-1	-2	0.0	-6	3	5.7	14	-5	-11
Cc1ccccc1NC(=O)c1ccc(Cl)c(NC(=O)c2ccncc2)c1	-4	8	0.0	6	0	0.7	3	-3	4
Cc1cc(C)nc(N2N=C(C(F)(F)F)CC2=O)n1	-8	3	0.0	0	-3	0.5	1	-2	-9
O=c1nc2n(c3c4c(sc13)CCC4)CCC2	1	-6	-0.1	6	-4	0.6	-4	-5	-6
CC(C)CNC(=S)N1CCC(C(=O)c2ccc3c(c2)OCCO3)CC1	-3	-5	0.0	3	-2	-1.3	-3	3	3
COc1ccc(S(=O)(=O)NC2CCCCC2)cc1-n1cnnn1	4	-2	0.1	2	3	-1.1	6	-1	0
CC(C)(CC(=O)O)CC(=O)Nc1ccc(Cl)c(Cl)c1	-1	1	0.0	0	-4	0.1	-8	-4	17
CCN(CC(=O)Nc1ccc(NC(C)=O)cc1)C(=O)CC1OC(=O)c2ccccc21 (stereo not given)	5	-5	0.0	0	-2	0.6	1	-9	-3
O=[N+]([O-])c1ccccc1CN1CCN(Cc2ccc3ccccc3c2)CC1	8	15	0.2	8	-2	5.0	1	2	5
CCN1CCC(=NNC(=O)CC23CC4CC(CC(C4)C2)C3)CC1	3	18	0.0	8	-6	0.1	6	3	-9
C=CCn1c(SCC(=O)N2CCN(c3ccc(F)cc3)CC2)nnc1-c1cccs1	-3	3	0.4	-2	1	3.2	-1	-2	-2
COC(=O)c1ccccc1S(=O)(=O)N1CCC(C(=O)OCc2ccc([N+](=O)[O-])cc2)CC1	15	9	-0.1	0	-6	1.8	0	2	-4
COc1cccc(NC(=O)Nc2nnc(N3CCCCC3C)s2)c1 (stereo not given)	-2	11	0.6	-11	1	3.6	-2	0	1
FC(F)(F)c1ccc(Cl)c(NC(=S)N/N=C/c2ccccc2C(F)(F)F)c1	-1	-7	0.7	9	3	-0.5	-4	1	-1
CC(=O)Nc1cccc(NC(=O)C(=O)NCC(c2ccco2)N2CCc3ccccc32)c1 (stereo not given)	-5	38	0.2	-4	0	-0.8	3	-1	65
COc1ccc(/C=N/NC(=O)C(O)(c2ccccc2)c2ccccc2)cc1OC	-1	14	0.1	-1	-1	0.5	8	-3	3
COC(=O)c1sc(N2C(=O)C(O)=C(C(=O)c3ccc(C)o3)C2c2cccs2)nc1C (stereo not given)	-13	-3	-0.5	-17	10	2.1	3	23*	-7
COc1ccc(C(=O)Oc2ccc(C(=S)N3CCCC3)cc2)cc1OC	4	-1	0.1	-4	1	2.9	2	-3	-1
COc1ccc(CCN=C2SCC(=O)N2C)cc1OC	5	10	0.0	-7	-2	2.3	-3	0	-7
O=S1(=O)N[C@@H](CC2=CCCCC2)C2CCCCC2O1 (stereo not given in full)	-3	22	0.1	-16	-3	2.8	-4	0	u
CN1CCN(CCC(=O)N/N=C/c2cc([N+](=O)[O-])ccc2OC(F)F)CC1	13	17	0.4	-8	-1	3.1	-3	-3	1
Going on with the list.
SMILES	LYPLA2 inh	PREPL inh	Efflux pump inh	HCV core dimer	TPT1 inh	PP5 primary	CTSL1 counter	PP1 counter	GASC-1 inh
Cc1cc(C)cc(NC(=O)COc2coc(CN3CCN(c4ccccc4)CC3)cc2=O)c1	5	10	0.0	1	0	2.5	-1	-1	5
COc1cccc(/C=N/NC(=O)c2nnn(-c3nonc3N)c2C(C)C)c1	7	-4	-0.2	1	-4	1.6	-3	0	-9
O=C(Nc1ccccc1)c1ccc[n+](Cc2ccc([N+](=O)[O-])cc2)c1	6	29	-0.2	-9	3	5.0	-3	-3	1
CC(=O)NC1=NN(C(C)=O)C(C)(c2ccccc2)S1 (stereo not given)	1	5	0.1	-1	-1	-0.1	0	0	0
O=C(NNC1=NCCC1)c1cccc(S(=O)(=O)N2CCCC2)c1	-2	10	-0.1	0	-2	1.3	-1	-3	-5
O=C(/C=C/c1cccs1)Nc1ccc(S(=O)(=O)Nc2ncccn2)cc1	-1	-5	0.4	-1	1	0.7	6	-2	0
CN(C)CCNC(=O)CN1C(=O)COc2ccc(C(C)(C)C)cc21	-3	-6	0.0	-2	1	0.6	1	-4	20
CCN(CC(=O)NC1CCS(=O)(=O)C1)C(=O)COc1ccccc1-c1ccccc1 (stereo not given)	0	6	0.1	-4	2	2.5	-3	0	0
COc1ccc(COC(=O)NNC(=O)c2ccccc2Cl)cc1	-2	-4	0.0	-1	2	-1.6	52*	0	-4
CNC(=S)N1N=C(c2ccc(C)cc2)CC1c1ccc(Cl)cc1 (stereo not given)	-4	5	0.1	2	-4	1.7	-1	-2	-10
C=CCc1c(C)nc(SC)nc1Nc1ccccc1	-6	2	0.0	-6	-2	-0.7	1	4	-3
O=C(Nc1ccccc1-c1nc2ccccc2[nH]c1=O)c1cccs1	4	-2	0.2	-5	-2	-1.3	1	-1	26
CCOc1ccc(S(=O)(=O)N2CCN(C(=O)c3cccn3C)CC2)cc1	-4	-1	0.0	-2	0	-1.1	2	0	-4
O=C(CSc1c2c(nc3ccc(Cl)cc13)CCCC2)NCc1ccco1	1	-1	0.1	11	0	2.0	0	-3	6
CC1CC(Nc2cccc(O)c2)=CC(=O)O1 (stereo not given)	6	-4	0.1	-14	3	2.3	4	9	3
COCCCn1c(SCC(=O)Nc2cccc(C(=O)OC)c2)nnc1-c1ccncc1	-2	3	0.0	0	2	-0.1	-1	-2	10
CC(C)CN(C(=O)CCNC(=O)c1ccc(Cl)cc1)c1c(N)n(CC(C)C)c(=O)[nH]c1=O	0	3	0.1	x	x	-2.7	x	-3	-4
Cc1ccc(N2C(=O)CC(SCC(=O)Nc3ccc(S(N)(=O)=O)cc3)C2=O)cc1 (stereo not given)	-2	2	0.1	0	2	2.3	-1	-2	-35
O=C(Nc1cccc(C(F)(F)F)c1)C1CC(=O)N(CCc2ccccc2)C1 (stereo not given)	7	-8	-0.1	x	x	2.5	x	-1	1
CCN(CC(=O)Nc1cc(Cl)ccc1C)C(=O)c1oc2ccc(OC)cc2c1C	-5	-7	0.1	7	-1	-0.8	1	-5	-7
Cc1onc(-c2c(F)cccc2Cl)c1C(=O)N(C)CC(=O)Nc1cccc(F)c1	1	-6	0.0	-4	-2	2.2	9	1	3

Assay outcomes: PubChem, several laboratories
